# Screens from PubChem BioAssay.
# eIF4E 4G PPI = eIF4E–eIF4G protein interaction inhibitors, primary screen, biochemical, uHTS, TR-FRET, eIF4GI fragment. 220,000 compounds, 0.37% hits. inhibition, % at 21.7 µM. TR-FRET eIF4E-eIF4GI(517-606) binding, 2 h. AID 782, 2007. Eukaryotic translation initiation factor 4E (Mus musculus) + Eukaryotic translation …;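 active means inhibition above about 30%, limit read from the data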;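 further: 0% = full FRET control wells and 100% = background wells lacking eIF4GI fragment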
# FXIa inh = human FXIa protease inhibitors, primary screen, biochemical, 1536-well; purified FXIa, Boc-Glu-Ala-Arg-AMC fluorogenic substrate; inhibition, % at 5 µM; 220,000 compounds, 0.14% hits; AID 798, 2007;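 active means inhibition of at least 40%; inactive means inhibition below 40%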;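 further: fluorescence of freed AMC excited at 355 nm; 0% = enzyme without compound and 100% = no enzyme blank; many of its hits are not listed in these tables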
# Mdm2 ligase inh = MDM2-luciferase reporter signal enhancers, primary screen, MDM2 E3 ligase inhibitor project, cell-based, luminescence, 1536-well; 210,000 compounds, 0.11% hits; E3 ubiquitin-protein ligase Mdm2 (Homo sapiens), Q00987; signal enhancement, % at 5 µM; AID 1230, 2008; cell-based MDM2 ubiquitination luciferase reporter, 2 h; 0 = plate control, 100 = twice control, blank-subtracted;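 active means signal enhancement of 30% or more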;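 further: luminescence tracks abundance of the self-degrading MDM2-luciferase fusion protein; higher signal means inhibition of MDM2 E3 ligase activity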
#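 Test system: stable mammalian line carrying autodegrading MDM2–luciferase fusion reporter; quantity: 2000 cells in each well; times: 4 h cell settling then 2 h compound exposure, 37 °C; detection: luminescence with SteadyLite reagent, 15 min at room temperature; evaluation: percent signal gain over controls, blank-subtracted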
# Wee1 stabilizer = Wee1 degradation inhibitors, primary screen, cell-based, HeLa, Wee1K328M-luciferase, luminescence | HeLa Luc-Wee1K328M stability; 100% = proteasome inhibitor MG132 effect | reporter increase, % at 5 µM | 220,000 compounds, 1.2% hits | AID 1321, 2008;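 active means activation above the mean of all tested compounds plus 3 SD, set per screening run, cut at about 8.8% in these data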;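 further: cells exposed to compound for 20 h before luminescence read; 0% = DMSO alone and 100% = MG132 at 30 µM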
# KLK5 inh = human KLK5 protease inhibitors, primary screen, biochemical, 1536-well; inhibition, % at 5 µM; 210,000 compounds, 0.59% hits; AID 873, 2007; recombinant hK5, fluorogenic AMC substrate cleavage; Kallikrein-5 (Homo sapiens), Q9Y337;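 active means inhibition of 40% or more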;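 further: 0% = enzyme controls without compound and 100% = no-enzyme blanks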
# Target sequence (Q9Y337 67-293 limits assumed): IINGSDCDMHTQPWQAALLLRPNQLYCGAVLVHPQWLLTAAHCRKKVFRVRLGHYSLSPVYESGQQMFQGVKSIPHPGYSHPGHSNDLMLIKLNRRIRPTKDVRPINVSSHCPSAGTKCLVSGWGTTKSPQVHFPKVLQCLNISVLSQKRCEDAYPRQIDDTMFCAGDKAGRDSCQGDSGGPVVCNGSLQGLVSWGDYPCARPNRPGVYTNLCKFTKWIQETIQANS
# p97 inhibitor = inhibitors of human p97 ATPase, primary screen, biochemical | 220,000 compounds, 0.42% hits | AID 1481, 2009 | inhibition, % at 8 µM | recombinant p97 ATPase, Kinase-Glo ATP luminescence, 3 h; in the data active means inhibition above about 15%;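 further: 0% = DMSO vehicle and 100% = wells lacking enzyme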
# FXIIa inh 1536 = human FXIIa protease inhibitors, primary screen, biochemical, 1536-well; purified FXIIa, Boc-QGR-AMC fluorogenic substrate, 2 h; inhibition, % at 5 µM; 220,000 compounds, 0.3% hits; in the data active means inhibition above about 40%;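 further: 0% = enzyme with no compound and 100% = blank without enzyme; many of its hits are not listed in these tables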
# Rad51 HR inh = human RAD51 strand exchange inhibitors, primary screen, biochemical, fluorescence. DNA repair protein RAD51 homolog 1 (Homo sapiens), Q06609. hRad51 DNA strand exchange, fluorescence dequenching. inhibition, % at 10 µM. 200,000 compounds, 0.085% hits. AID 1385, 2008;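 active means inhibition above 40% at the single screening dose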;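 further: 0% = DMSO control wells and 100% = blanks with heterologous ssDNA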
# Target sequence (Q06609 whole entry, looked up): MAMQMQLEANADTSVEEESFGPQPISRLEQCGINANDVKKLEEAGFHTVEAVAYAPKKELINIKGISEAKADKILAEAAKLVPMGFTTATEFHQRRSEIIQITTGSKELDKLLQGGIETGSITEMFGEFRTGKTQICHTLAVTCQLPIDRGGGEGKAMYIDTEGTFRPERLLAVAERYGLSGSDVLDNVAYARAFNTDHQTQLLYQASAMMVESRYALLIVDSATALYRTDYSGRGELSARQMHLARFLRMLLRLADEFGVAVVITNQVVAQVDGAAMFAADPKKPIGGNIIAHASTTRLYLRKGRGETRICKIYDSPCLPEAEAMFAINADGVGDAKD
#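 Test system – preformed human Rad51 ssDNA filaments · Reagent – Donor/quencher-labelled 47-bp dsDNA substrate · Incubation – 37 °C 15-min filament assembly, 30-min compound preincubation, 15-min exchange · Signal – FRET fluorescence dequenching, excitation 485 nm, emission 520 nm · Read-out – percent inhibition from fluorescence, normalised to plate control and blank means · Benchmarks – plate control and blank wells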
# 14-3-3 Bad inh = inhibitors of 14-3-3 zeta/Bad binding, primary screen, biochemical, TR-FRET, bovine 14-3-3 zeta. 14-3-3 protein zeta/delta (Bos taurus), P63103. TR-FRET 14-3-3zeta/Dy647-pBad peptide displacement, 1 h. inhibition, % at 21.7 µM. 220,000 compounds, 0.71% hits;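 active means inhibition above about 70%, limit read from the data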;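 further: 0% = full 14-3-3 plus peptide FRET controls and 100% = background without 14-3-3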
# Target sequence (P63103 whole entry, looked up): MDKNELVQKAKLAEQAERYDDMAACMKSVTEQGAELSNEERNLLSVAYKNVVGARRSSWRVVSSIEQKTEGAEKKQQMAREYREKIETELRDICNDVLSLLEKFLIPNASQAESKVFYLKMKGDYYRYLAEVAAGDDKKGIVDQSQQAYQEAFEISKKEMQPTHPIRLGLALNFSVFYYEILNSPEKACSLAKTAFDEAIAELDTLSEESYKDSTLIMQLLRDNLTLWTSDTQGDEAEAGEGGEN
# Starred values were filed as active, the others as inactive; nt = no result given; [ ] = dose if it differs, or a comment.
SMILES,eIF4E 4G PPI,FXIa inh,Mdm2 ligase inh,Wee1 stabilizer,KLK5 inh,p97 inhibitor,FXIIa inh 1536,Rad51 HR inh,14-3-3 Bad inh
Cc1cc(C)nc(N/N=C/c2ccc(N3CCOCC3)cc2)n1,-1,11,-22,-1,10,-1,27,23,-4
c1ccc(-c2oc3ncnc(NCCCn4ccnc4)c3c2-c2ccccc2)cc1,3,-15,-23,-3,-19,-3,-3,-1,-4
O=C(C1CCN(S(=O)(=O)N2CCCCC2)CC1)N1CCCCC1,1,-4,-5,2,-9,3,5,nt,4
CCc1ccccc1S(=O)(=O)Cc1ccc(C(=O)NCc2ccc3c(c2)OCO3)o1,-5,4,-4,0,-16,5,10,0,1
COc1ccc(CCNC(=O)C2CC(c3ccccc3[N+](=O)[O-])=NO2)cc1 (stereo not drawn),-3[fluorescence artefact?],-13,0,0,13,-6,-1,12,69
Oc1[nH]c(N=C2N=c3ccccc3=N2)c2ccccc12,-2,4,12,9,-25,2,12,-1,-4
Cc1ccc(S(=O)(=O)/N=C2\C(=O)c3ccccc3C([O-])=C2n2cc[n+](CCC(C)C)c2)cc1,-9,-8,1,1,3,-1,3,0,-5
COc1ccc(NC(=S)NC2CCS(=O)(=O)C2)cc1 (stereo not drawn),50*,0,0,5,-9,-5,4,nt,-3
O=C(N/N=C/c1cc(O)ccc1[N+](=O)[O-])c1ccc2c(c1)OCCO2,-7,1,-26,-3,-2,13,1,nt,-10
Cc1ccc(-c2c3c([nH]c(=S)c2C#N)CCCC3)o1,11,1,nt,-3,-25,0,7,-1,7
O=C(Nc1ccccc1NC(=O)NC1CCCCC1)NC1CCCCC1,1,-1,-12,-2,17,3,13,-174,10[fluorescence artefact?]
CCOC(=O)c1c(CN2CCCCC2)n(C)c2cc(Br)c(O)c(CN(C)C)c12,2,-3,-9,-1,-19,-5,1,2,1
COc1ccc(C(C)(C)C)cc1NC(=O)Nc1ccc2c(c1)OCO2,5,-6,4,-2,-11,6,-5,nt,-11
O=C(O)CC(CNS(=O)(=O)c1cccc2nsnc12)c1ccccc1 (stereo not drawn),7,-5,-17,-1,-8,3,0,-12,34
COc1ccc(S(=O)(=O)N2CCCC(C(=O)NC3CCCCC3)C2)cc1 (stereo not drawn),1[fluorescence artefact?],5,1,0,7,2,22,9,7
CC(=O)c1cccc(NS(=O)(=O)c2cc(OCC(N)=O)c(C)cc2Cl)c1,0,0,-10,0,0,3,8,-1,-1
O=C(CN(Cc1ccc(F)cc1)C(=O)Cn1nnc2ccccc21)NCC1CCCO1 (stereo not drawn),-8,4,-6,0,-21,0,16,8,-6
CC1(C)[C@@H](O)CC[C@]2(C)C3C(O)C=C4[C@H]5C[C@@](C)(C(=O)O)CC[C@]5(C)CC[C@]4(C)[C@]3(C)CC[C@@H]12 (stereo partly drawn),1,-2,19,nt,-1,nt,4,2,0
CN(C)C=Nc1nonc1-c1ccc(Cl)cc1,-1,4,-9,-1,1,2,9,7,0
CN(C)c1ccc(/C=N/NC(=O)CCC(=O)NCc2ccccc2)cc1,3,8,-3,0,-19,-1,12,8,-16

# Look-ups from above:
# In p97 inhibitor, `CN(C)C=Nc1nonc1-c1ccc(Cl)cc1` shows 2
# In 14-3-3 Bad inh, `Cc1cc(C)nc(N/N=C/c2ccc(N3CCOCC3)cc2)n1` shows -4

# The list continues.
SMILES,eIF4E 4G PPI,FXIa inh,Mdm2 ligase inh,Wee1 stabilizer,KLK5 inh,p97 inhibitor,FXIIa inh 1536,Rad51 HR inh,14-3-3 Bad inh
O=C1CCCC(=O)N1c1ccc(NCCOCCO)c([N+](=O)[O-])c1,3,0,-5,2,-4,-1,9,-10,-9
COC(=O)c1c(C)oc2ccc(N(C(=O)Oc3ccccc3)S(=O)(=O)c3ccccc3)cc12,3,1,nt,1,-5,1,6,nt,-8[fluorescence artefact?]
NS(=O)(=O)c1ccc(CNC(=O)c2cc(-c3cccs3)nc3ccccc23)cc1,2,-2,nt,0,2,8,3,14,8
Cc1ccc(NC(=O)C(=O)NCCN2CCN(C(=S)Nc3ccccc3)CC2)cc1,-3,6,1,0,-10,6,7,11,-10
CCCCOC(=O)C1=C(C)Nc2ncnn2C1c1cc(OC)ccc1OC (stereo not drawn),2,-1,-5,-3,-11,-7,18,-4,0
CN=c1scc(C)n1/N=C/c1ccc(O)cc1O,11,3,-29,6,2,5,3,8,-6[fluorescence artefact?]
Cc1ccc(-c2nnc3cccc(Cl)n23)cc1,0,0,2,-1,nt,2,8,nt,32
Cc1ccc(/C(=N/Nc2nc3ccccc3s2)C2=C(O)c3ccccc3C2=O)cc1,0,27,-47,-1,27,0,15,-10,-7
CN(C)CCNC(=O)C12CC3(C)CC(C)(CC(C)(C3)C1)C2,-6[fluorescence artefact?],-2,-7,-2,-2,-6,-3,-10,21[fluorescence artefact?]
CCOC(=O)C1=NN(c2ccc(Cl)cc2)/C(=C/C2=NCCc3cc(OC)c(OC)cc32)S1,3,11,-10,-2,5,0,8,1,-3
O=C(Nc1ccc2c(c1)OCO2)C1CCN(S(=O)(=O)c2ccc3c(c2)OCCO3)CC1,3,-4,-16,-2,-16,3,9,6,-4
CCN1CCCC1CNC(=O)C1CCN(Cc2nc(-c3cccc(Br)c3)oc2C)CC1 (stereo not drawn),4,3,-29,-2,-10,-4,23,nt,-11
Cc1cc(C)c(S(=O)(=O)CCC(C)C)c(=O)[nH]1,0,-2,-4,4,14,-1,4,nt,-10
COC(=O)/C=C1/N/C(=N\c2nc(C)cc(C)n2)N(c2ccc(Cl)cc2)C1=O,0,6,2,1,-11,6,1,5,-2
Cc1ccccc1NC(=O)Cc1nnc(SCc2ccc(Cl)c(Cl)c2)n1C,-6,4,-19,-2,-10,3,12,0,0
CC(=O)c1cccc(NC(=O)C2CCCC2)c1,-2,0,-15,-1,-12,4,8,-1,-5
Cn1c2ccccc2c2cnn(CC(=O)N3CCCCC3)c(=O)c21,2,4,nt,2,5,9,14,7,5
CN(CCCNC(=O)c1cn(C)c2ccc(S(=O)(=O)N(C)C)cc2c1=O)c1ccccc1,2[fluorescence artefact?],-4,-10,-2,-7,0,8,-9,4[fluorescence artefact?]
COC(=O)c1ccc(CSc2nc(C(F)(F)F)c3c(c2C#N)CCC3)o1,5[fluorescence artefact?],-12,-12,1,-11,-1,-5,nt,0[fluorescence artefact?]
O=C(NCc1ccccc1)c1ccco1,0,-1,0,2,-15,0,6,-2,-3[fluorescence artefact?]
O=c1cc(CNc2ccc(Br)cc2)nc2sccn12,0,6,-2,2,-13,5,9,-2,-17
COC(=O)Cn1c2ccc(OC)cc2c2nc3ccccc3nc21,2,0,-2,-1,-3,-2,14,-1,-1
CC(C)N(C(=O)COC(=O)CNS(=O)(=O)c1ccccc1F)c1ccccc1,1,-3,0,0,0,2,6,-6,-6
O=C(O)c1ccc(C2CCCCC2)cn1,4[fluorescence artefact?],2,-17,3,-95,-1,18,-6,-3[fluorescence artefact?]
O=C(c1ccc(OC2CCN(C(=O)c3cccnc3)CC2)cc1)N1CCCCCC1,3,0,-1,-3,nt,-2,7,nt,-6
Cc1cccc(OC(=O)c2cn(C)nc2C(F)(F)F)c1C,1,-14,-10,1,-10,-1,6,nt,1
S=c1sc2c(N3CCOCC3)ncnc2n1-c1ccccc1,2[fluorescence artefact?],-1,-16,1,1,-2,13,0,-2
Cc1nc(-c2c(C(=O)NNC(=O)Nc3c(C)cccc3C)noc2C)cs1,-2,-8,-17,-2,-1,6,7,-28,-4
O=C(Nc1ccccc1)Nc1nnc(/C=C/c2ccccc2Cl)s1,1[fluorescence artefact?],-3,-6,-3,-10,5,1,3,8[fluorescence artefact?]
O=C(COC(=O)C12CC3CC(CC(C3)C1)C2)Nc1ncc(Cl)cc1Cl,3,-1,-25,1,-9,0,8,-3,-15
CCN(/N=C/c1cccs1)c1cc(=O)n(C)c(=O)[nH]1,2[fluorescence artefact?],9,-7,-2,-9,-6,17,-5,-8
COc1cccc(N(CC(=O)Nc2ccc3c(c2)OCO3)S(=O)(=O)c2ccccc2)c1,12,5,-8,0,-14,2,13,-6,-2
COc1ccc(CC(=O)Nc2nnc(C)s2)cc1,7,-1,-8,1,4,3,10,2,-5
CCOc1ccc(CCNC(=O)CCC(=O)Nc2ccc3nc(N4CCN(C)CC4)cc(C)c3c2)cc1OCC,2,-5,-8,-1,-24,1,-1,14,91*
O=C(Nc1ccc(NC(=O)c2cccs2)cc1Cl)c1ccco1,-1,-6,-2,6,-10,-6,2,13,-1
CCN1C/C(=C/c2sccc2C)c2nc3ccccc3c(C(=O)O)c2C1,-16,3,nt,2,8,6,9,-13,5
C=CCOC(=O)C1=C(C)NC(=O)NC1c1cn(-c2ccccc2)nc1-c1cccs1 (stereo not drawn),2,5,10,2,-6,-3,10,7,-13
O=C(Nc1ccccc1Br)c1ccc(OC(=S)N2CCOCC2)cc1,-1,0,-12,3,-4,2,8,0,-9
O=c1c(C/C=C/c2ccccc2)c(O)ccn1CCc1c[nH]c2ccccc12,0,1,0,-1,-11,1,6,-70,-13
COc1ccc(CCNc2nc(-c3ccccn3)cs2)cc1OC,4,0,-9,-1,-13,0,3,-10,-7
OCCNCc1cc(Br)ccc1OCc1ccccc1,-2,23,-17,-3,-8,4,22,-7,21[fluorescence artefact?]
COC(=O)C(NC(=O)C(CC(C)C)NC(=O)C1CCC(C)CC1)C(C)C (stereo not drawn),2,-2,4,-1,-3,3,6,-3,1
O=C1COc2ccc(C(=O)COC(=O)/C=C/c3cccc(F)c3)cc2N1,-1,1,5,-1,-3,11,6,19,8
O=c1c2cc(NC(=S)N3CCCC3)ccc2nc2n1CCCCC2,1,-6,-15,3,-6,4,2,3,-11
COc1ccc(N(C(=O)c2cccc([N+](=O)[O-])c2)S(=O)(=O)c2ccc3c(c2)n(C)c(=O)n3C)cc1,-8,5,-4,-3,-9,-4,22,2,0
Cc1ccc(Cl)c(OCCCN(C)Cc2ccccc2)c1,4,0,nt,2,1,-5,10,-13,72*
CCOc1ccc2nc(NCCCNC(=O)c3cc(OC)c(OC)c(OC)c3)c(C#N)cc2c1,-7,-5,nt,-3,-5,3,0,5,0
COc1ccc(Nc2nc(C)c3ccccc3n2)cc1,12,17,-23,-3,-8,-4,22,-2,93*
O=C(O/N=C\c1ccc(N2CCCCC2)c([N+](=O)[O-])c1)c1cccc(C(F)(F)F)c1,-1[fluorescence artefact?],10,-18,-2,20,4,20,-3,-4[fluorescence artefact?]
